PAFAH1B3 FP inh = blocks human PAF acetylhydrolase 1B catalytic subunit 3; Q15102; recombinant PAFAH1B3, FP-rhodamine probe, fluorescence polarization; inhibition, % at 3.39 µM; actives 0.28% (n = 340,000);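 active = inhibition above the screen-wide average of all tested compounds plus 3 SD, cut at about 25% in these data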;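 note: 0% = enzyme with DMSO only and 100% = wells lacking PAFAH1B3 protein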
Target sequence (Q15102 whole entry, looked up): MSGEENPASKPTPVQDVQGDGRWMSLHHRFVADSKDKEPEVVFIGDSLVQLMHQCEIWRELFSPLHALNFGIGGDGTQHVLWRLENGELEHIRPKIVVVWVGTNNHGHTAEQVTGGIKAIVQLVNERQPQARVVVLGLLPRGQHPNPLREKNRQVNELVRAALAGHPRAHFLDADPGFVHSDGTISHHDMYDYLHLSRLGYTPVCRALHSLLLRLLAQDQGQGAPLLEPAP
PAFAH1B2 FP inh = inhibitors of human PAFAH1B2 | recombinant PAFAH1B2, FP-rhodamine activity probe, fluorescence polarization | P68402 | actives 1.2% (n = 340,000) | inhibition, % at 3.39 µM;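 active = inhibition above the mean of all tested compounds plus 3 SD, cut at about 24% in these data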;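 note: 0% = enzyme with DMSO and 100% = wells lacking PAFAH1B2; many of its hits are not listed in these tables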
Target sequence (P68402 whole entry, looked up): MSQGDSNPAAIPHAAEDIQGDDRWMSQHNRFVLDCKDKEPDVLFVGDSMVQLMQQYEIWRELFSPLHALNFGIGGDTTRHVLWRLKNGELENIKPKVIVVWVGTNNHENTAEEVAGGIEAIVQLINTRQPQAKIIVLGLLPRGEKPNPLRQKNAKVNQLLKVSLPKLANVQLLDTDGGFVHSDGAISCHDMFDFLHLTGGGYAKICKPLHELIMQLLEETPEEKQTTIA
* hit, by the source's call. A portion of the library; rates above refer to the full screens.

SMILES	PAFAH1B3 FP inh	PAFAH1B2 FP inh
O=C(NCCc1ccccc1O)c1cc2c(cc1[N+](=O)[O-])OCO2	4	-3
Cc1nc(N)nc(N)c1/C=C/C(C)(C)c1ccc(Cl)cc1	0	42*
COc1ccccc1NC(=O)Nc1cccc(C)n1	10	3
CC(=O)NC(c1ccc(Cl)cc1Cl)c1ccc2cccnc2c1O (stereo not given)	4	-1
O=C(O)CCCN1C(=O)/C(=C/c2cn(-c3ccccc3)nc2-c2cccs2)SC1=S	4	1
Cc1ccc(NC(=O)c2ncn(CCCNCC3CCCO3)n2)cc1C (stereo not given)	0	2
Cc1cccn2c(=O)c3cc(C#N)c(=N)n(CCN4CCOCC4)c3nc12	-7	2
CCC(CCc1ccccn1)C(=O)c1ccccc1 (stereo not given)	7	2
O=C1C=CC2(C=C1)O[C@H](Cc1ccccc1)[C@@H](Cc1ccccc1)O2	1	6
Fc1ccc(N2C(=S)SC(=Nc3ccccc3)C2=Nc2ccccc2)cc1	3	0
N#C/C(=C\c1ccc(-c2ccc(C(=O)O)cc2)o1)c1nc2ccccc2[nH]1	25	13
CC1CCC(C(=O)NC(C(=O)NCCN2CCC(C)CC2)C(C)C)CC1 (stereo not given)	7	-1
COc1ccccc1N(C)S(=O)(=O)c1ccc(C(=O)Nc2nnc(C)s2)cc1	3	1
CN(C1CCCCC1)S(=O)(=O)c1ccc2c(c1)CCC(=O)N2	2	7
Nc1ccc(NC(=O)Nc2ccc(N)cc2)cc1	18	4
CCC(C(=O)NC1CCCCC1)N(CC1CCCO1)C(=O)CNS(=O)(=O)c1ccc(OC)cc1 (stereo not given)	-1	6
O=C(C(=NNc1ccccc1)c1ccccc1)c1ccccc1	7	-1
CCOC(=O)c1ccc(Nc2nc(C)cc(C)n2)cc1	8	2
O=C(OCC1OC(n2ccc(=O)[nH]c2=O)C(Cl)C1O)c1ccccc1 (stereo not given)	9	0
CCCCN1CC(C)(C)Oc2cccc(F)c2S1(=O)=O	-8	2
O=S(=O)(c1cccc2ccccc12)N1CCC2CC1c1cc(Cl)ccc12 (stereo not given)	0	4
COCc1nc2oc3ccc(F)cc3c(=O)c2cc1C(=O)OC	1	2
COc1ccc(CN(C)CCCn2cnc3c(OCc4ccccc4)ncnc32)cc1	-7	9
COc1cc(C(=O)C(=O)c2ccc(OC)c(OC)c2)ccc1O	10	3
O=c1[nH]c2ccccc2nc1/C=C/c1ccc(O)cc1	6	5
Cc1ccccc1N(C(=O)c1snc(C(N)=O)c1N)C(C(=O)NC1CCCC1)c1ccco1 (stereo not given)	-7	6
COc1cccc(C(c2cccc(OC)c2)c2ccccc2C(=O)O)c1	-2	1
CN(C(=O)c1cccc(NC(=O)Cc2ccc(NC(=O)C3CCCN(C(=O)C4CCC4)C3)cc2)c1)C1CCCCC1 (stereo not given)	10	1
CC(C)c1ccc(C2(C)NC(=O)N(C(C)C(=O)Nc3ccc(N4CCOCC4)cc3)C2=O)cc1 (stereo not given)	-2	-3
CCN(CCCNC(=O)CCNC(=O)Cn1ccc2ccccc2c1=O)c1ccccc1	1	2
CN(C)CCNC(=O)c1cccc2nc3c(ccc4ccccc43)nc12	12	0
CC=CC1OCC(CC)C(CCC)O1 (stereo not given)	10	3
CC(=O)Nc1ccc(C=NNc2ccc([N+](=O)[O-])cn2)cc1	1	4
Cc1ccc(-n2ncc(C(=O)Nc3cc(Cl)cc(Cl)c3)c2C2CCNCC2)cc1C	-2	3
N#CC(CC(=O)c1ccc(Cl)cc1)c1ccccc1 (stereo not given)	5	7
O=C(/C=C/c1ccccc1)CC(=O)c1ccccc1	-1	1
COc1cc(/C=C(\C#N)c2nc3ccccc3s2)cc([N+](=O)[O-])c1O	42*	29*
CC(C)(C)S(=O)N1Cc2cc(=O)n(Cc3ccccc3)c(CCO)c2[C@H]1CCO (stereo not given in full)	10	8
CC1CCc2ccccc2N1CC(=O)Nc1cccc(S(=O)(=O)N2CCCC2)c1 (stereo not given)	-2	-1
O=C(O)C1CCc2nc(NCc3ccccc3)nc(NCc3ccccc3)c2C1 (stereo not given)	-2	-5
CC1CCCC(C)N1S(=O)(=O)c1ccc(NC(=O)CCN2C(=O)C3CC=CCC3C2=O)cc1 (stereo not given)	-2	-1
C=CCn1c(=O)c2ccccc2n2c(SCC(=O)N(C)C)nnc12	8	2
Cc1cccc(-c2nc(C#N)c(N3CCC(C)CC3)o2)c1	10	2
CC(=O)NCCC(=O)NCC1(N(C)Cc2ccccc2)Cc2ccccc2C1	0	3
O=C(Nc1ccccc1Oc1cccnc1)C1CCCN(C/C=C/c2ccccc2)C1 (stereo not given)	6	-3
COc1ccc2cc(C3=CCCC3(C)C(=O)O)ccc2c1 (stereo not given)	-2	1
COc1ccc(CNCCCNCc2ccc(OC)c(OC)c2)cc1OC	7	3
Cc1c(C(=O)NCCCN2CCOCC2)sc2ncnc(N3CCN(c4ccccc4)CC3)c12	-4	2
CCOc1cc2c(cc1O)C(=NOC)CC1C2CCC2(C)C(O)CCC12 (stereo not given)	8	0
Cc1cc(C)cc(C(=O)N2CCCCC2)c1	3	4

PAFAH1B3 FP inh, hit marks shown above
SMILES	PAFAH1B3 FP inh	PAFAH1B2 FP inh
COc1cc(/C=C(\C#N)c2nc3ccccc3s2)cc([N+](=O)[O-])c1O	42*	29*

Random excerpt: five compounds from above.
SMILES	PAFAH1B3 FP inh	PAFAH1B2 FP inh
CCOC(=O)c1ccc(Nc2nc(C)cc(C)n2)cc1	8	2
N#CC(CC(=O)c1ccc(Cl)cc1)c1ccccc1 (stereo not given)	5	7
CN(C1CCCCC1)S(=O)(=O)c1ccc2c(c1)CCC(=O)N2	2	7
O=C(NCCc1ccccc1O)c1cc2c(cc1[N+](=O)[O-])OCO2	4	-3
Cc1ccc(NC(=O)c2ncn(CCCNCC3CCCO3)n2)cc1C (stereo not given)	0	2

Following part
SMILES	PAFAH1B3 FP inh	PAFAH1B2 FP inh
CN(c1ccc(F)cc1)S(=O)(=O)c1ccc(Cl)c(C(=O)NCC2CCCO2)c1 (stereo not given)	4	4
CCOc1cc(N2CCOCC2)c(OCC)cc1NC(=O)C(NC(=O)c1c(F)cccc1F)C(C)C (stereo not given)	5	0
CCOc1cc(-c2nc(-c3ccc(C)nc3OC)no2)cc(OCC)c1OCC	16	7
CCOC(=O)c1cc([N+](=O)[O-])cc([N+](=O)[O-])c1Sc1ncnc2nc[nH]c12	12	2
CC(=O)N1N=C(c2ccccc2)CC1c1cccs1 (stereo not given)	15	4
O=C(Nc1cccc(S(=O)(=O)N2CCOCC2)c1)c1cc(S(=O)(=O)N2CCOCC2)c(Cl)cc1Cl	9	6
CCCc1cc(=O)oc2c3c(cc(OCC(=O)N[C@@H](CSC)C(=O)O)c12)OC(C)(C)CC3	3	10
CN(C)S(=O)(=O)c1ccc(/C(O)=C2/C(=O)C(=O)N(CCN3CCCCC3)C2c2cccnc2)cc1 (stereo not given)	1	7
COCCNC(=S)NNC(=O)c1cc(C2CC2)nc2ccccc12	-1	4
Cc1ccc(NS(=O)(=O)c2ccc3c(c2)oc(=O)n3C)c(C)c1	8	3
COc1cccc2oc(CCc3ccccc3)cc(=O)c12	-8	2
CCCCN(C(=O)c1cccc(S(=O)(=O)N(C)c2ccc(C)cc2)c1)c1c(N)n(CC(C)C)c(=O)[nH]c1=O	2	6
COc1ccc(NC(=O)C2CCN(C(=O)C3CC(=O)N(c4ccc(C)cc4)C3)CC2)cc1 (stereo not given)	13	1
O=c1n(CC2CO2)c(=O)n(CC2CO2)c(=O)n1CC1CO1 (stereo not given)	4	2
O=C(Cc1cccc(F)c1)N1CCOCC1	7	2
CCc1ccccc1OCC(=O)Nc1cc(S(=O)(=O)N2CCOCC2)ccc1N1CCCCC1	3	1
Cc1ccc(NC(=O)Cc2nc(COC(=O)Cc3cccc(C(F)(F)F)c3)cs2)cc1	-2	10
Cc1c(CC(=O)O)c(=O)oc2c(C)c(OCc3ccccc3)ccc12	5	11
CCCCNC(=S)NNC(=O)c1cc(C2CC2)nc2ccccc12	5	5
OC(CN(Cc1ccccc1)Cc1ccccc1)c1ccccc1 (stereo not given)	-1	2

Filtered by structure: the compounds so far containing a furan ring, fused or not.
SMILES	PAFAH1B3 FP inh	PAFAH1B2 FP inh
N#C/C(=C\c1ccc(-c2ccc(C(=O)O)cc2)o1)c1nc2ccccc2[nH]1	25	13
Cc1ccccc1N(C(=O)c1snc(C(N)=O)c1N)C(C(=O)NC1CCCC1)c1ccco1 (stereo not given)	-7	6

More compounds
SMILES	PAFAH1B3 FP inh	PAFAH1B2 FP inh
CC(C)Oc1ccc(S(=O)(=O)N2CCOCC2)cc1NC(=O)c1nn(C)c(=O)c2ccccc12	6	-4
O=C(Nc1ccnn1C1CCN(CC2CC=CCC2)CC1)c1ccccc1 (stereo not given)	4	7
COc1ccc(C(=O)NCCCN2CCN(CCCNC(=O)c3ccc(OC)c(OC)c3)CC2)cc1OC	-5	-1
COc1ccccc1NC(=O)NNC(=O)c1ccc2ccccc2c1	11	1
CCC(=O)N1CCN(c2ccc(NC(=O)c3ccc([N+](=O)[O-])o3)cc2)CC1	12	0
O=C(CN1CCN(C(=O)CCC(=O)N2CCC(c3ccccc3)=N2)CC1)Nc1ccc(F)cc1	4	4
COc1cc(-c2n[nH]c(=S)n2Cc2ccccc2)cc(OC)c1OC	7	6
CC(NC(=O)c1ccccc1Cl)C(=O)NCc1cccs1 (stereo not given)	4	5
CN(CC(=O)Nc1cccc(F)c1)C(=O)c1cccc(S(=O)(=O)N2CCN(c3ccc(F)cc3)CC2)c1	12	4
O=c1[nH]nc(-c2ccc([N+](=O)[O-])o2)c(=O)[nH]1	6	4
CCn1c(=O)cc(SCC(=O)N2CCN(c3ccccn3)CC2)c2ccccc21	-9	6
COc1ccc(OCC(=O)Nc2ccc(NC(=O)c3ccco3)c(C)c2)cc1	3	4
CC(=O)Nc1cccc(-c2nnc(-c3ccc(C)cc3)o2)c1	3	-1
CC(NC(=O)CNC(=O)Cc1cccc2ccccc12)c1ccc(S(N)(=O)=O)cc1 (stereo not given)	-1	2
O=C(O)c1ccccc1-c1ccc(/C=C/c2cc(C(F)(F)F)[nH]c(=O)n2)o1	-4	-3
CCN(CC)c1ccc(/C=N/NC(=O)c2cnccn2)cc1	-1	3
O=c1[nH]nnc2c1cnn2-c1ccccc1	3	7
COc1ccc(CNC(=O)CN2CCC(NC(=O)c3cccc(OC)c3)CC2)cc1	5	5
Cc1ccc2c(c1)CC1(CN2C)C(=O)OC(C)(C)OC1=O	5	2
COc1ccccc1N(CC(=O)Nc1ccccc1C(=O)N1CCCC1)S(C)(=O)=O	9	-1
Cc1cc(C(=O)COC(=O)c2cccc(S(=O)(=O)N(C)C)c2)c(C)n1CC1CCCO1 (stereo not given)	1	3
Cc1ccccc1N1CCN(C2CCCN(C(=O)c3ocnc3C)C2)CC1 (stereo not given)	-1	0
CCCc1cc2c(c(NC(C)=O)n1)c(=O)oc1ccccc12	1	-4
CC(CCc1ccccc1)NC(=O)[C@@H]1Cc2ccccc2CN1 (stereo not given in full)	9	1
COc1cc(OC)cc(C(=O)NCC(=O)N2CC=C(c3ccccc3)CC2)c1	5	-1
COc1ccc(CCC(=O)Nc2ccc(Cl)c(S(=O)(=O)N3CCOCC3)c2)cc1OC	5	3
Nc1ccc(C2=Nc3cccc4cccc(c34)N2)cc1	4	5
CC(C)(CCc1ccccn1)C(=O)CCCc1ccccn1	3	3
Cc1nn(C)c(C(=O)Nc2ccc3c(c2)OCO3)c1[N+](=O)[O-]	-3	7
COc1ccc(OCCCC(=O)OCC(=O)N2CCN(S(=O)(=O)c3ccc(C)cc3C)CC2)cc1	2	7
Nc1c(C(=O)NCC2CCCO2)c2nc3ccccc3nc2n1/N=C/c1ccncc1 (stereo not given)	1	2
Cc1n[nH]c2c([N+](=O)[O-])c(=O)[nH]c(=O)n12	-1	0
c1ccc(CN=C(NCc2ccccc2)NCc2ccccc2)cc1	1	7
COCCN1C(=O)c2ccccc2C(C(=O)N2CCN(c3ccccn3)CC2)C1c1ccc(F)cc1 (stereo not given)	4	1
CC1CCCCC12NC(=O)N(CC(=O)N1CCc3ccccc3C1)C2=O (stereo not given)	3	5
CCOc1ccc(NC(=O)Nc2cc(C(C)C)ccc2C)cc1	11	4
O=C(O)CCN1c2ccccc2Sc2ccccc21	-1	3
Cc1ccc2cc(C#N)c(SCC(=O)NNC(=O)Cc3ccccc3)nc2c1	11	5
O=C(NCCc1ccc2c(c1)OCCO2)c1cc(S(=O)(=O)N2CCCC2)ccc1Br	-3	-2
COC(=O)c1cc([N+](=O)[O-])c(-n2cncn2)c([N+](=O)[O-])c1	1	-5
COC(C[C@H](O)CC(=O)[C@H](C)OCc1ccccc1)OC	4	-1
O=C1NC(=S)S/C1=C\c1cc(Cl)cc(Cl)c1O	-43	-28

As entered above:
COC(=O)c1cc([N+](=O)[O-])c(-n2cncn2)c([N+](=O)[O-])c1 in PAFAH1B3 FP inh is listed with 1
c1ccc(CN=C(NCc2ccccc2)NCc2ccccc2)cc1 in PAFAH1B2 FP inh is listed with 7
COC(C[C@H](O)CC(=O)[C@H](C)OCc1ccccc1)OC in PAFAH1B3 FP inh is listed with 4
Nc1c(C(=O)NCC2CCCO2)c2nc3ccccc3nc2n1/N=C/c1ccncc1 (stereo not given) in PAFAH1B2 FP inh is listed with 2
O=C1NC(=S)S/C1=C\c1cc(Cl)cc(Cl)c1O in PAFAH1B2 FP inh is listed with -28

High-throughput results (PubChem BioAssay)
